AddAB inh: less growth of phage-infected E. coli with AddAB. E. coli expressing H. pylori AddAB, absorbance growth. inhibition, % at 11.9 µM. 330,000 tested, 0.29% active. AID 435030; in the data active means inhibition above about 12%;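 further: 0% = vehicle wells of infected cells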
HTR5A inv ctr: inverse agonist of human HTR5A in OPRM1-OPRD1 counter-screen. 340,000 tested, 0.083% active. P47898. inhibition, % at 9.3 µM. HTR5A cell line, luminescence, inverse agonism; in the data active means inhibition mostly above about 23%, no sharp cut-off; inactive means mostly below about 18%;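 further: 0% = cells with DMSO and 100% = no-cell wells with DMSO; some compounds called inactive have numbers as strong as hits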
OPRM1-OPRD1 ag: OPRM1-OPRD1 heterodimerization agonism. P35372+P41143. cells, luminescence. activation, % at 9.3 µM. 340,000 tested, 0.3% active; in the data active means activation above about 18%;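 further: 0% = vehicle-treated cells and 100% = reference agonist; values of inactives mirror those of a sister screen read the other way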
Target sequence (P35372 whole entry, looked up): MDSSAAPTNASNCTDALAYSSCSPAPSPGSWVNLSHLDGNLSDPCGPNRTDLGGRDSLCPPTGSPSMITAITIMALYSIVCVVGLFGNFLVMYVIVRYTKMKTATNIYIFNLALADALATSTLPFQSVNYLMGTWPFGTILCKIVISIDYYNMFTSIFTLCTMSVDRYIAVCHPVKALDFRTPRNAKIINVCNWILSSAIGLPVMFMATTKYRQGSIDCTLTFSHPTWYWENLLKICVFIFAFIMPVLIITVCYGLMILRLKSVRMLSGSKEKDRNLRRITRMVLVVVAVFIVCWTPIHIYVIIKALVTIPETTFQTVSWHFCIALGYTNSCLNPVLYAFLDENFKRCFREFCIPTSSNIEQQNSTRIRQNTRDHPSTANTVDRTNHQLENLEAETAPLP
Target sequence (P41143 whole entry, looked up): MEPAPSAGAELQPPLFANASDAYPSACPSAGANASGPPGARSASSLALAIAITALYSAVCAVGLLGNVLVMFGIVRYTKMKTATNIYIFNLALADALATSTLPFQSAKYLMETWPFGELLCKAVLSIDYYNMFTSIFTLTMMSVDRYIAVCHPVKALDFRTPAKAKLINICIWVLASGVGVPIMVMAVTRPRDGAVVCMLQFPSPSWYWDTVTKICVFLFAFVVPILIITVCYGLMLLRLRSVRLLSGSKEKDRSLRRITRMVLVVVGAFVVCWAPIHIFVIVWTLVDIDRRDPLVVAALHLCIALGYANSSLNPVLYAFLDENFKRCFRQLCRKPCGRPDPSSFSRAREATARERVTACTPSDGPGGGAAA
HTR5A ag: counter-screen for OPRM1-OPRD1 agonists: human HTR5A agonism. P47898. HTR5A agonist assay, luminescence, cell-based. activation, % at 9.3 µM. 340,000 tested, 0.61% active; in the data active means activation mostly above about 9.5%, no sharp cut-off; inactive means mostly below about 7.6%;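 further: 0% = cells with vehicle only and 100% = reference agonist; strong numbers were not always called active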
Pemphigus Ab inh: blocks pemphigus antibody binding to human desmoglein-3 | P32926 | DSG3-coupled beads, scFv-anti-DSG3-GFP binding, flow cytometry; active compounds read low | binding (percent of control), % at 10 µM | 310,000 tested, 0.48% active;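 active means binding more than 3 SD below its plate's average and above zero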;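 further: hits lower antibody fragment binding to DSG3; some compounds called inactive have numbers as strong as hits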
PfHsp90 set2: growth inhibition of yeast expressing Plasmodium Hsp90 | S. cerevisiae expressing PfHsp90, BacTiter-Glo ATP, 48 h; yeast lacking PDR1 and PDR3 efflux regulators | inhibition, % at 9.4 µM | 310,000 tested, 0.32% active | AID 504621;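 active means every replicate shows inhibition above about 80%, whatever the replicate mean, limit read from the data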;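 further: 0% = DMSO neutral controls and 100% = 20 µM radicicol positive controls; yeast relying on Plasmodium falciparum Hsp90 in place of its own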
MOR-DOR inv ag: mu-delta opioid heterodimer inverse agonism | P35372+P41143 | cell-based MOR-DOR heterodimer luminescence | inhibition, % at 9.3 µM | 340,000 tested, 0.21% active | AID 504357; in the data active means inhibition above about 22%, passing the limit was not always enough;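 further: 0% = cells with DMSO and 100% = wells without cells with DMSO; values of inactives mirror those of a sister screen read the other way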
phage Ecoli inh: E. coli growth loss with phage present; AID 651602; growth absorbance; inhibition, % at 11.9 µM; 360,000 tested, 0.26% active; in the data active means inhibition above about 11%
PKA-R1A activ: PKA-R1A complex activation; activation, % at 11.4 µM; P00514+P68181; AID 504707; PKA-R1A dissociation, Cy5-IP20 fluorescence polarization; scaled: DMSO 0%, 113 µM cGMP 100%; 340,000 tested, 0.083% active;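 active means percent activation above the mean of all tested compounds plus 3 SD, cut at about 19% in these data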;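 further: higher means more PKAc released from R1A so a rise in polarization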
SUMO Mot1 rescue: SUMOylation pathway inhibition by Mot1-301 growth rescue. AID 2716. S. cerevisiae Mot1-301 growth rescue, ATP luminescence, 38.5C; percent above DMSO median, 100 means doubled. 320,000 tested, 1% active. growth rescue, % at 18.8 µM;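 active means every valid replicate shows activation above 250% relative to neutral control wells; inactive means the rest, any valid replicate at or below 250%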;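 further: OY570 slx delta 5 strain wells were the positive control but not used for scaling; some compounds called inactive have numbers as strong as hits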
Ecoli viability: bacterial growth inhibition, counter-screen for AddAB inhibitors | E. coli V3065 growth, OD600 absorbance, 18 h | inhibition, % at 11.9 µM | 330,000 tested, 0.27% active;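 active means inhibition above the campaign's mean inhibition across all tested compounds plus 3 SD, cut at about 9.9% in these data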;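 further: uninfected addAB+ strain grown without phage in ampicillin broth; 0% = DMSO wells and 100% = ciprofloxacin 0.95 µg/ml wells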
The depositor's hits bear a star; x = not tested or not shown.

SMILES	AddAB inh	HTR5A inv ctr	OPRM1-OPRD1 ag	HTR5A ag	Pemphigus Ab inh	PfHsp90 set2	MOR-DOR inv ag	phage Ecoli inh	PKA-R1A activ	SUMO Mot1 rescue	Ecoli viability
Cc1c(CCOC(=O)CC23CC4CC(CC(C4)C2)C3)sc[n+]1CC(=O)c1ccc(Br)cc1	1.3	-6	2.6	0	125	x	-15	0.9	-5	-22	0.4
O=C1CSC2=NCN(c3ccccc3)CN12	2.2	2	-0.5	3	x	9	3	3.6	-14	20	-1.5
O=C(c1ccccn1)c1ncc(C(F)(F)F)cc1Cl	2.7	6	0.2	-5	94	x	-1	2.1	2	-7	-2.7
COc1cc(CC(=O)Nc2ncc(C)s2)cc(OC)c1OC	0.3	4	-0.8	0	102	-2	5	2.0	-6	326	-1.6
CCOC(=O)CSCC(=O)N1N=C(c2cccs2)CC1c1ccc(F)cc1 (stereo unspecified)	0.9	-15	0.3	2	99	-15	-2	2.2	-12	-12	-1.8
Fc1ccc(N2CCN(C(c3cccs3)c3nnnn3CCc3ccccc3)CC2)cc1 (stereo unspecified)	0.0	-21	-3.8	2	105	-22	22	-0.5	5	353	-3.0
Clc1ccc(OCc2nn3c(C4CCCCC4)nnc3s2)c(Cl)c1	1.3	-5	1.3	3	97	6	-7	4.4	-6	51	2.7
Fc1ccc(C2CC(c3cccs3)=NN2C(=S)Nc2ccccc2)cc1 (stereo unspecified)	0.9	20	1.4	4	92	-2	-8	1.7	-8	-17	0.5
COc1cc(C(=S)N2CCOCC2)cc(Br)c1OS(=O)(=O)c1ccccc1	1.5	-4	-1.1	1	100	-1	5	0.0	1	0	-0.7
CC(=O)Nc1nc(N(C)C)nc(N(C)C)n1	2.0	-3	-2.1	9	102	30	10	0.1	3	-10	2.3
Cc1oc2ccc(O)cc2c1C(=O)c1ccc(Cl)cc1	-0.7	-30	2.2	5	104	-6	-12	1.7	-3	7	0.0
O=C(NCCCN1CCN(c2cccc(Cl)c2)CC1)C1(S(=O)(=O)c2ccc(Cl)cc2)CC1	-0.5	4	5.2	0	100	-3	-30	4.0	-12	11	-0.7
COC(=O)c1cccc(/C=N/NC(N)=S)c1O	1.0	4	0.9	3	98	33	-4	2.4	-2	9	-2.1
COc1ccc(CCNCc2cc3ccc(C)cc3[nH]c2=O)cc1OC	-1.0	1	-3.8	0	108	3	17	0.8	-3	11	-2.6
CC1Cc2ccccc2N1C(=O)CO/N=C/c1ccc(OC(F)F)cc1 (stereo unspecified)	0.9	1	-0.3	-3	x	16	1	2.7	0	5	0.7
CC(=O)c1c(C)[nH]c(C(=O)COc2ccc3c(C)cc(=O)oc3c2)c1C	2.2	-23	-3.4	-2	105	-19	13	0.5	8	1	1.4
O=C(O/N=C1\CCCc2ccccc21)c1cccc(Cl)c1	4.5	-9	3.3	3	104	x	-15	2.3	-9	9	0.2
COc1ccc(NC(=O)c2ccc3c(=O)n4c(nc3c2)CCCCC4)cc1	2.9	1	-1.8	5	x	1	10	5.2	-7	-12	-0.2
O=C(CCc1ccccn1)N1CCCC(Nc2cccc(F)c2)C1 (stereo unspecified)	3.2	-54	-0.7	4	100	7	4	2.4	1	-7	4.1
COc1ccc(Cl)cc1NC(=S)NCCN1CCOCC1	0.2	-5	-1.9	-6	102	9	10	4.3	-10	x	-0.1
CCC(C)C1Nc2ccc(C(=O)NCc3ccc4c(c3)OCO4)cc2NC1=O (stereo unspecified)	4.9	6	1.8	2	x	20	-13	1.4	3	103	-0.6
Cc1ccc(C(=O)C(C)OC(=O)CCN=C2NS(=O)(=O)c3ccccc32)cc1 (stereo unspecified)	-1.5	2	-1.3	-1	109	29	7	2.2	-3	-15	-2.6
CC1(C)CC(NC(=O)C23CCC(C)(C(=O)C2)C3(C)C)CC(C)(C)N1 (stereo unspecified)	0.2	-2	-1.5	1	99	x	7	1.7	-9	-5	-0.7
CC(Sc1nnc(Nc2ccccc2)s1)C(=O)Nc1nc(-c2ccccc2)cs1 (stereo unspecified)	0.7	13	3.0	-5	108	-29	-16	1.8	-7	11	2.4
CCN(CCCNC(=O)c1cn(CC)c2ccc(S(=O)(=O)N(C)C)cc2c1=O)c1cccc(C)c1	-0.7	7	1.3	-2	x	-9	-7	1.2	4	-14	-1.9
Clc1ccc2[nH]c3c(c2c1)CNCC3	3.3	2	-1.5	-1	104	2	7	5.7	8	67	-0.7
NS(=O)(=O)c1ccc(NC(=O)CCC(=O)c2ccc(Cl)s2)cc1	1.7	-8	-1.6	3	x	16	11	0.2	-6	0	-2.5
CC(C)[C@H](NC(=O)OCc1ccccc1)C(=O)OCc1cc(=O)oc2cc(O)ccc12	-1.8	12	3.5	0	109	-78	-12	4.0	-8	-11	-2.6
COc1ccc(S(=O)(=O)NCCC(=O)OCC(=O)c2ccc[nH]2)cc1[N+](=O)[O-]	2.8	7	-0.9	-3	90	x	4	1.8	-4	x	-1.3
O=C(Nc1ccc(N2CCN(C(=O)c3ccco3)CC2)cc1)c1ccc2c(c1)OCO2	0.8	-4	-0.7	-3	x	29	4	2.8	-1	12	0.5
Cc1cccc(NC(=O)C2CCCN2S(=O)(=O)c2ccc(F)cc2)c1C (stereo unspecified)	0.3	-2	-0.9	1	x	x	6	0.8	-5	3	-0.9
CCc1ccc(Nc2ccc(S(=O)(=O)N3CCOCC3)cc2[N+](=O)[O-])cc1	1.1	7	1.5	-2	105	-11	-9	2.1	-10	10	0.9
COc1ccc(C(=O)NC(=S)NNC(=O)c2c(-c3ccccc3)noc2C)cc1	3.9	0	-3.7	1	111	10	20	3.7	-2	-30	-1.1
CCC(C(=O)NC1CCCC1)N(C(=O)Cn1nnc(-c2ccc(OC)c(OC)c2)n1)c1cccc(O)c1 (stereo unspecified)	0.6	-14	-3.0	-4	101	-5	18	1.3	1	4	-0.9
COc1ccc(S(=O)(=O)N2CCC(C(=O)NCc3ccccn3)CC2)cc1C	0.2	8	-1.7	-1	98	x	8	1.7	-5	-1	-0.5
O=c1[nH]c(O)c(C=Nc2ccc(Cl)cc2Cl)c(=O)[nH]1	x	-4	-1.8	2	101	-1	9	1.6	-1	x	x
O=S(=O)(Nn1cnnc1)c1ccccc1Cl	2.9	-2	-4.4	-1	104	-8	18	1.0	3	1	-0.5
Cc1ccc(NC(=O)c2ccc(CN3CCN(C)CC3)cc2)cc1Nc1nccc(-c2cccnc2)n1	-3.5	14	-1.0	-6	104	3	6	1.9	4	279	-1.8
Cc1cccc(CN2CCN(C(=O)c3cccc4ccccc34)CC2)c1	3.5	7	-0.7	-2	102	6	3	-1.9	4	0	-1.6
Cc1cc(C)nc(-n2nc(C)c(Oc3ccccc3O)c2C)n1	1.1	0	-4.0	0	111	7	19	1.3	-11	-5	0.1
CCC(C)(C)c1ccc(Oc2cccc(C(=O)O)c2)cc1	1.9	7	-2.6	-2	95	1	14	0.0	-7	4	1.0
O=C(NCC1CCCO1)c1cccc(S(=O)(=O)N2CCCCC2)c1 (stereo unspecified)	x	-12	-4.3	2	101	-10	21	0.6	-15	x	x
COc1ccc(-c2c(-c3cc(OC)c(OC)c(OC)c3)noc2C)cn1	1.6	-19	-2.6	6	93	8	15	x	7	1	1.9
Cc1ccc(S(=O)(=O)NCCC(=O)N2CCCCCCC2)cc1C	-1.2	-15	0.2	5	100	x	-2	-5.1	-9	-1	-3.0
CCOc1cc(/C=C2\N=C(C)OC2=O)cc(Br)c1OCC(=O)OC	2.7	0	1.4	0	85	x	-9	-0.9	-1	25	2.5
CCN1C(=O)/C(=C2\C=Cc3ccccc3N2CC)OC1=S	1.3	-3	-2.6	-1	117	22	15	2.6	-2	-4	-1.1
O=C(Cc1ccc(Br)cc1)NNC(=O)c1cccs1	-1.4	0	-4.0	0	119	9	21	1.2	-11	-10	-1.9
CC(C)=CCN1CCN(Cc2nc(C(C)C)cs2)CC1CCO (stereo unspecified)	3.1	9	-0.4	0	104	-18	2	1.4	-3	1	1.8
O=c1[nH]c2ccsc2c(=O)n1CCO	0.9	7	-0.8	-1	106	-4	4	1.4	-11	-11	-0.2
COc1ccc(S(N)(=O)=O)cc1C(=O)N(C)CC(=O)Nc1ccc(N2CCOCC2)cc1	3.5	18	-2.1	0	118	-13	7	2.6	-3	-7	3.1
CC1CN(C(=O)c2cc(S(=O)(=O)N(C)c3ccc(F)cc3)ccc2Cl)CC(C)O1 (stereo unspecified)	2.3	14	-0.5	2	103	-18	3	2.6	-4	-20	-0.6
O=C(CN1C(=O)NC2(CCc3ccccc32)C1=O)Nc1ccccc1Cl (stereo unspecified)	-1.0	-19	-3.7	1	x	-12	14	-0.7	0	-9	2.8
CCOC(=O)c1ccc(-n2c(C)ccc2C)cc1	-1.1	10	-2.9	0	130	16	16	1.0	2	32	0.8
O=C(CCCSc1nc(-c2ccco2)cc(C(F)(F)F)n1)NCC1CCCO1 (stereo unspecified)	-2.7	7	-3.4	-2	97	-15	19	0.5	-2	3	-0.2
O=C(Nc1ccccc1-c1ccccc1)c1ccccc1Br	5.1	1	-4.0	0	100	7	19	4.0	-3	-5	0.3
CCN1C(=O)/C(=C2\Sc3ccccc3N2CC)OC1=S	2.6	19	-4.0	-1	89	-20	20	7.8	8	-24	1.3

Screening results from PubChem BioAssay.
